Compound activity: PubChem, Broad Institute
T cruzi growth – T. cruzi intracellular proliferation inhibitors, primary screen, cell-based, beta-gal Tulahuen parasites, NIH3T3 host, luminescence | T. cruzi beta-gal in NIH3T3, GalScreen luminescence, 90 h | inhibition, % at 8.34 µM | 77,000 tested, 5.9% active | AID 624255, 2012;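 active means mean inhibition above about 93%, with at least 55% of replicates each passing it, limit read from the data, passing the limit was not always enough; inconclusive means only one of those two conditions holds; inactive means neither condition holds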
C diff HTS – C. difficile growth inhibitors, primary screen, HTS; Clostridium difficile clinical isolate growth, OD600, 24 h; stronger effect = lower value; growth activity, negative = inhibition, % at 16 µg/mL (by protocol); 86,000 tested, 0.25% active;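 active means mean growth activity at or below -80% and every replicate also at or below -80%; inconclusive means mean at or below -80% but some replicate above -80%; inactive means mean growth activity above -80%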;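 further: 0% = DMSO wells and -100% = levofloxacin 16 µg/mL wells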
GASC1 inh – inhibitors of GASC-1 (KDM4C) histone demethylase, primary screen, biochemical, single concentration HTS | inhibition, % at 12.5 µM | Lysine-specific demethylase 4C (Homo sapiens), Q9H3R0 | GST-KDM4C 2-372, H3K9me3 peptide, LANCE TR-FRET | 96,000 tested, 0.15% active | AID 720574, 2013;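 active means mean replicate inhibition above about 25%, with at least 55% of replicates also reaching it, limit read from the data, passing the limit was not always enough; inconclusive means only one of those two conditions met; inactive means neither condition met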
Target sequence (Q9H3R0 2-372 limits assumed): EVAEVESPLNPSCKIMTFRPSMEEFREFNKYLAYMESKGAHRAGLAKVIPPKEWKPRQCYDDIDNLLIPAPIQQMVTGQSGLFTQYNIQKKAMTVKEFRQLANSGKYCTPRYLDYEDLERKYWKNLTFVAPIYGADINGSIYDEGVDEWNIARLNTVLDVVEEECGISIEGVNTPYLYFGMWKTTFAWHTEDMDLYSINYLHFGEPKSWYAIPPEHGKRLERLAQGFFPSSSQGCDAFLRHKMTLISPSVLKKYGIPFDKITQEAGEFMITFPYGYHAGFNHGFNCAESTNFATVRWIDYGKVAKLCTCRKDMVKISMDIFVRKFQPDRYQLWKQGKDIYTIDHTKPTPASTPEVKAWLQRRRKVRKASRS
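Compound: one test concentration per compound; Material: GST-GASC-1 enzyme fragment 2-372; Amount: GASC-1 enzyme at 10 nM final in reaction; Also added: H3K9me3 peptide substrate, Fe(II), 2-oxoglutarate; Technique: LANCE TR-FRET; Times: 30 min demethylation and 1 h detection at room temperature.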
Pf Dd2 growth – P. falciparum Dd2 growth inhibitors, primary screen, SYBR Green fluorescence, single dose replicates; AID 1159554, 2015; 94,000 tested, 2.3% active; activity change, % at 10 µM; 72 h; stronger effect = lower value; in the data active means activity change below about -80%; inconclusive means no clear call, values can overlap the other calls
Active calls of the source: *; ? = inconclusive; . = no result given; & = joins results of further samples.

item	structure	T cruzi growth	C diff HTS
1	C[C@H](CO)N1C[C@H](C)[C@@H](CN(C)S(=O)(=O)c2ccc(F)cc2)Oc2c(NC(=O)C3CC3)cccc2C1=O	-7	2
2	COc1cccc(-c2cnc3c(c2)C(=O)N([C@H](C)CO)C[C@H](C)[C@H](CN(C)Cc2ccc4c(c2)OCO4)O3)c1	47	2
3	Cc1noc(C)c1NC(=O)N(C)C[C@@H]1Oc2ccc(NS(=O)(=O)c3ccc(F)cc3)cc2C(=O)N([C@@H](C)CO)C[C@H]1C	-10	1
4	CN(C)CC(=O)Nc1ccc2c(c1)[C@H]1C[C@@H](CC(=O)NCc3ccncc3)O[C@H](CO)[C@H]1O2	-20	-1
5	CCCN1C[C@@H](C)[C@@H](OC)CN(C)C(=O)c2cc(NC(=O)Nc3cccc(F)c3)ccc2OC[C@H]1C	-30	0
6	CC(C)CC#Cc1cnc2c(c1)C(=O)N([C@@H](C)CO)C[C@@H](C)[C@@H](CN(C)Cc1cncnc1)O2	18	2
7	CN(C)c1ccc2c(c1)[C@H]1C[C@H](CC(=O)NCCN3CCCCC3)O[C@@H](CO)[C@H]1O2	8	-1
8	O=C(O)C[C@H]1CC[C@H](NC(=O)CCN2CCCCC2)[C@@H](CO)O1	.	-3
9	CCCC#Cc1ccc2c(c1)O[C@H](CN(C)C(=O)c1ccccn1)[C@@H](C)CN([C@@H](C)CO)S2(=O)=O	54	5
10	C/C=C/c1cnc2c(c1)C(=O)N([C@@H](C)CO)C[C@@H](C)[C@H](CN(C)C(=O)CN1CCOCC1)O2	48	3
11	CNC[C@H]1OCCCC[C@@H](C)Oc2ccc(NS(=O)(=O)c3cccs3)cc2C(=O)N([C@H](C)CO)C[C@H]1C	-3	-1
12	O=C(N[C@@H]1C=C[C@H](CC(=O)N2CCCCC2)O[C@H]1CO)c1ccccn1	-13	.
13	C[C@H]1CN([C@@H](C)CO)C(=O)c2cc(-c3ccccc3)cnc2O[C@@H]1CN(C)C(=O)C1CCCCC1	.	-8
14	Cc1cccc(S(=O)(=O)N2C[C@H](O)COC[C@H]3O[C@@H](CC(=O)Nc4ccc(-c5ccccc5)cc4)CC[C@@H]32)c1	72	42&13
15	CO[C@H]1CC[C@@H]2CCN(C)C(=O)C[C@H](c3ccccc3)CN(C)C(=O)c3cccc(C#N)c3OC[C@@H]1O2	6	-1

item	GASC1 inh	Pf Dd2 growth
1	2.2	-1
2	1.4	-3
3	-0.6	-15
4	-0.1	12
5	2.0	-41
6	-1.9	.
7	16	11
8	-2.1	40
9	21	-16
10	1.9	0
11	-1.6	4
12	0.5	3
13	-0.8	-67
14	-0.8	-28
15	-0.4	.

Next section
item	structure	T cruzi growth	C diff HTS
16	C[C@@H]1CCCCO[C@@H](CN(C)CC2CCCCC2)[C@@H](C)CN([C@@H](C)CO)C(=O)c2cc(NS(=O)(=O)c3cccs3)ccc2O1	55	-1
17	C[C@@H]1CCCCO[C@H](CN(C)S(=O)(=O)c2ccc(F)cc2)[C@@H](C)CN([C@H](C)CO)C(=O)c2cc(NC(=O)Nc3ccc(C(F)(F)F)cc3)ccc2O1	103*	.
18	C[C@@H]1CN([C@H](C)CO)C(=O)c2cc(C#CC(C)(C)O)cnc2O[C@@H]1CN(C)C(=O)C1CC1	12&13	-2&-2
19	C[C@@H]1CCCCO[C@H](CN(C)C(=O)Cc2ccccc2)[C@@H](C)CN([C@H](C)CO)C(=O)c2cc(NS(=O)(=O)c3ccc(F)cc3)ccc2O1	.	-15
20	O=C(C[C@H]1CC[C@@H](NC(=O)C2CC2)[C@H](CO)O1)Nc1nccs1	.	0
21	COc1ccc2c3c([nH]c2c1)[C@@H](CO)N(C(C)=O)CC31CCN(C(=O)c2ccc3c(c2)OCO3)CC1	.	-12
22	CCC(=O)Nc1ccc2c(c1)OC[C@@H](C)N(CC1CCCCC1)C[C@@H](C)[C@@H](OC)CN(C)C2=O	5	2
23	C[C@H]1CN([C@@H](C)CO)S(=O)(=O)c2ccc(C3=CCCC3)cc2O[C@H]1CN(C)Cc1ccccc1	97*	14
24	C[C@H](CO)N1C[C@H](C)[C@@H](CN(C)C(=O)Nc2ccc(F)cc2)Oc2c(NC(=O)Nc3ccccc3)cccc2C1=O	75	0
25	O=C(C[C@@H]1CC[C@H](NC(=O)Nc2cccc(F)c2)[C@@H](CO)O1)NCC1CCCCC1	.	1
26	Cc1cccc(-c2ccc([C@H]3[C@@H](CO)N4CCCCN(C(=O)c5ccc6c(c5)OCO6)C[C@@H]34)cc2)c1	?	-5
27	C[C@@H]1CN([C@H](C)CO)C(=O)c2cccc(NC(=O)Nc3ccccc3)c2O[C@H]1CN(C)C(=O)Nc1ccc(F)cc1	65	0
28	CCNC(=O)Nc1ccc2c(c1)C(=O)N(C)[C@@H]1CC[C@H](CC(=O)Nc3ccccc3)O[C@H]1CO2	-21	0
29	O=C(C[C@H]1C=C[C@@H](NC(=O)C2CCC2)[C@@H](CO)O1)NCc1ccncc1	-16	-2
30	COc1cccc(S(=O)(=O)Nc2ccc3c(c2)[C@@H]2C[C@@H](CC(=O)O)O[C@H](CO)[C@@H]2O3)c1	7	-3

item	GASC1 inh	Pf Dd2 growth
16	0.0	-19
17	.	-71
18	-0.9	27&26
19	-1.7	-64
20	0.0	13
21	-0.7	-8
22	2.0	-38
23	0.6	-40
24	-1.2	11
25	1.1	-4
26	-1.4	9
27	0.0	5
28	-0.5	3
29	1.2	3
30	-0.5	14

(continued)
item	structure	T cruzi growth	C diff HTS
31	COc1ccccc1C(=O)Nc1ccc2c(c1)OC[C@@H](C)N(C)C[C@@H](C)[C@@H](OC)CN(C)C2=O	5	.
32	CC(C)NC(=O)Nc1ccc2c(c1)CC(=O)N([C@@H](C)CO)C[C@H](C)[C@H](CN(C)C(=O)Nc1ccc3c(c1)OCO3)O2	8	-4
33	COc1ccc(CN(C)C[C@H]2Oc3c(NC(=O)c4cnccn4)cccc3C(=O)N([C@H](C)CO)C[C@@H]2C)cc1	31	9
34	O=C(Cc1ccccc1)N1CC2(C1)[C@@H](c1ccccc1)[C@@H](CO)N2C(=O)c1cccnc1	.	2
35	O=C(NCC[C@H]1CC[C@@H](NS(=O)(=O)c2cccc(F)c2)[C@@H](CO)O1)Nc1cc(F)ccc1F	10	-1
36	CC(C)CC#Cc1ccc2c(c1)O[C@@H](CN(C)C(=O)Nc1ccccc1)[C@@H](C)CN([C@@H](C)CO)S2(=O)=O	127*	-10
37	CN(C)CC(=O)Nc1ccc2c(c1)[C@H]1C[C@@H](CC(=O)N3CCN(C)CC3)O[C@@H](CO)[C@H]1O2	-45	0
38	CCS(=O)(=O)N(C)C[C@@H]1N[C@H](CO)[C@@H]1c1ccc(-c2ccccc2F)cc1	.	-4
39	CC(=O)N(C)C[C@H]1Oc2cc(C#Cc3ccccn3)ccc2S(=O)(=O)N([C@H](C)CO)C[C@H]1C	42	-20
40	COc1ccc(NC(=O)Nc2cccc3c2O[C@H](CN(C)S(=O)(=O)c2ccc(C)cc2)[C@@H](C)CN([C@@H](C)CO)C3=O)cc1	57	-2
41	C[C@@H]1CN([C@H](C)CO)S(=O)(=O)c2ccc(C3=CCCC3)cc2O[C@H]1CN(C)Cc1cccnc1	101*	7
42	C[C@H](CO)N1C[C@H](C)[C@H](CN(C)Cc2ccc3c(c2)OCO3)Oc2cc(C#CCN(C)C)ccc2S1(=O)=O	76	8
43	COc1ccc(NC(=O)Nc2cccc3c2O[C@@H](CN(C)C(=O)NC(C)C)[C@H](C)CN([C@@H](C)CO)C3=O)cc1	21	9
44	CC(C)CC#Cc1cnc2c(c1)C(=O)N([C@H](C)CO)C[C@H](C)[C@@H](CN(C)Cc1ccc(C(=O)O)cc1)O2	-8	-7
45	C[C@H]1CN([C@@H](C)CO)C(=O)c2cccc(NC(=O)c3ccncc3)c2O[C@@H]1CN(C)Cc1ccc(-c2ccccc2)cc1	?	-38

item	GASC1 inh	Pf Dd2 growth
31	-1.7	-3
32	1.4	24
33	-1.4	4
34	-1.5	5
35	-2.5	7
36	0.2	-59
37	-2.1	13
38	-9.4	-49
39	8.0	-3
40	0.7	-26
41	-0.2	-8
42	0.5	?
43	0.1	-26
44	1.3	2
45	-0.1	-44

More structures:
item	structure	T cruzi growth	C diff HTS
46	C[C@H]1CN([C@@H](C)CO)C(=O)c2cccc(NC(=O)Nc3ccccc3)c2O[C@@H]1CN(C)Cc1ccccc1	28	-16
47	C[C@H](CO)N1C[C@H](C)[C@H](CN(C)S(=O)(=O)c2cn(C)cn2)Oc2ccc(NC(=O)Nc3ccc4c(c3)OCO4)cc2C1=O	14	-2
48	COCC(=O)N1C[C@H](C)[C@@H](OC)CN(C)C(=O)c2cc(NC(=O)c3cnccn3)ccc2OC[C@H]1C	84	.
49	CO[C@H]1CN(C)C(=O)c2cc(NC(=O)c3nc4ccccc4s3)ccc2OC[C@H](C)N(Cc2cncnc2)C[C@H]1C	42	.
50	Cc1noc(C)c1S(=O)(=O)Nc1ccc2c(c1)C(=O)N([C@@H](C)CO)C[C@@H](C)[C@H](CN(C)Cc1ccc(C(=O)O)cc1)O2	68	.
51	CN1CCN(C(=O)C[C@H]2CC[C@H]3[C@@H](COC[C@H](O)CN3C(=O)Nc3ccc(F)cc3)O2)CC1	15	14&-3
52	CN1C(=O)c2cc(NC(=O)C3CCCC3)ccc2OC[C@H]2O[C@@H](CC(=O)NCC3CC3)CC[C@@H]21	29	0
53	COc1cccc(-c2ccc3c(c2)[C@H]2[C@H](CCN2C(=O)c2ccc4c(c2)OCO4)[C@H](CO)N3C)c1	35	-2
54	Cc1ccccc1S(=O)(=O)N1[C@@H]2CNC[C@H]1[C@@H]2c1ccc(-c2ccc(C#N)cc2)cc1	.	54
55	C[C@H]1CN([C@@H](C)CO)C(=O)c2cccc(NC(=O)C3CCOCC3)c2O[C@H]1CN(C)S(=O)(=O)c1ccc(Cl)cc1	-92	4
56	CNC[C@@H]1Oc2c(NS(=O)(=O)c3ccc(Cl)cc3)cccc2C(=O)N([C@@H](C)CO)C[C@@H]1C	.	0
57	C[C@@H](O)C#Cc1cnc2c(c1)C(=O)N([C@@H](C)CO)C[C@H](C)[C@@H](CN(C)C(=O)c1ccccc1F)O2	-48	2
58	C[C@@H]1CCCCO[C@@H](CN(C)S(C)(=O)=O)[C@@H](C)CN([C@H](C)CO)C(=O)c2cc(NC(=O)NC3CCCCC3)ccc2O1	-3	9
59	CCCN1[C@H](C(=O)Nc2nccs2)[C@@H](CO)[C@@H]2Cn3c(ccc(-c4ccccc4OC)c3=O)[C@@H]21	56	2
60	CCC(=O)Nc1ccc2c(c1)C(=O)N(C)[C@H]1CC[C@H](CC(=O)NC3Cc4ccccc4C3)O[C@H]1CO2	37	-2
61	C[C@@H]1CN([C@@H](C)CO)S(=O)(=O)c2ccc(C3=CCCC3)cc2O[C@H]1CN(C)C(=O)c1cnccn1	.	-2
62	COc1ccc(NC(=O)N(C)C[C@H]2Oc3c(NC(=O)C4CC4)cccc3C(=O)N([C@H](C)CO)C[C@@H]2C)cc1	16	0
63	COc1ccccc1-c1ccccc1[C@@H]1[C@@H](CO)N(C(=O)C2CC2)[C@H]1C#N	.	-5

item	GASC1 inh	Pf Dd2 growth
46	0.7	-4
47	1.3	-9
48	0.3	26
49	0.0	67
50	-0.4	36
51	-1.8	1
52	-0.9	-17
53	-3.2	-64
54	-0.9	9
55	1.3	35
56	0.6	5
57	-1.1	.
58	-2.1	42
59	4.1	.
60	0.2	2
61	1.5	-8
62	0.0	22
63	-1.8	7

Quoted at random: 4 records from the list
item	structure	T cruzi growth	C diff HTS
60	CCC(=O)Nc1ccc2c(c1)C(=O)N(C)[C@H]1CC[C@H](CC(=O)NC3Cc4ccccc4C3)O[C@H]1CO2	37	-2
47	C[C@H](CO)N1C[C@H](C)[C@H](CN(C)S(=O)(=O)c2cn(C)cn2)Oc2ccc(NC(=O)Nc3ccc4c(c3)OCO4)cc2C1=O	14	-2
54	Cc1ccccc1S(=O)(=O)N1[C@@H]2CNC[C@H]1[C@@H]2c1ccc(-c2ccc(C#N)cc2)cc1	.	54
48	COCC(=O)N1C[C@H](C)[C@@H](OC)CN(C)C(=O)c2cc(NC(=O)c3cnccn3)ccc2OC[C@H]1C	84	.

item	GASC1 inh	Pf Dd2 growth
60	0.2	2
47	1.3	-9
54	-0.9	9
48	0.3	26
